Screening results (PubChem BioAssay)
LDHA inh: qHTS assay for inhibitors of human lactate dehydrogenase; L-lactate dehydrogenase A chain (Homo sapiens), P00338; purified LDHA, NADH/diaphorase-resazurin fluorescence; active compounds read low; activity change, % (values are at about 110 or 230 µM); actives 0.15% (n = 480,000); AID 1347041, 2019; in the data active = activity change below about -30%; inconclusive = mostly about -25% to -30%;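 also: plate controls were DMSO wells for no effect and wells without enzyme for full effect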
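Human LDH5 (2 nM) was incubated with 0.06 mM NADH and 0.2 mM pyruvate for 5 min at room temperature in Tris pH 7.4. Remaining NADH was coupled through diaphorase/resazurin, and resorufin fluorescence was read at 0 and 20 min.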
RXFP1 agonist: qHTS Assay for Agonists of the Relaxin Receptor RXFP1. Relaxin receptor 1 (Homo sapiens), Q9HBX9. HEK293T-RXFP1 cAMP TR-FRET, 30 min; response scale: percent of porcine relaxin response, buffer zero. Potency, µM (doses to about 57.5 µM), for the others: at the top dose activation, most hits filed as activators. actives 0.3% (n = 370,000). AID 2676, 2010; also: potency is read from the fitted curve at half-maximal effect; % is scaled to controls: 0 for no effect and ±100 for the full control effect; nearly all actives have a fitted effect of over 60% in size; many of its hits are not listed in these tables
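HEK293 cells stably expressing RXFP1, treated 30 min at 37C with compounds plus PDE4 inhibitor Ro 20174; cAMP measured by HTRF TR-FRET. Normalized to buffer and 29 nM porcine relaxin; EC50 by Hill fit.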
Vif-APOBEC3F blk: qHTS for Inhibitors of Vif-A3F Interactions: qHTS | HeLa A3F-eYFP + Vif (tagged APOBEC3F with the HIV-1 protein that degrades it), YFP fluorescence increase | Potency, µM (titrated, usually from 46.1 µM), without a hit: at the top dose activity, negative = active | actives 0.2% (n = 390,000); also: potency is read from the fitted curve at half-maximal effect; % of control where 0% means no effect; nearly all actives have a fitted effect of over 65% in size
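HeLa cells stably expressing Vif plus C-terminally eYFP-tagged A3F were seeded, incubated overnight at 37 deg C, dosed with compound, incubated overnight again at 37 deg C. Yellow fluorescence (Ex 488/Em 500-530) reported blocked Vif-mediated A3F-eYFP degradation.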
Vif-APOBEC3G blk: qHTS for Inhibitors of Vif-A3G Interactions: qHTS; DNA dC->dU-editing enzyme APOBEC-3G (Homo sapiens), Q9HC16; HeLa A3G-eYFP + Vif (tagged APOBEC3G with the HIV-1 protein that degrades it), YFP fluorescence, overnight; Potency, µM (highest dose often 46.1 µM), for the others: at the highest dose activity, negative = active, most hits filed as inhibitors; actives 0.076% (n = 410,000); AID 602310, 2012;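 also: potency is read from the fitted curve at half-maximal effect; % is scaled to controls: 0 for no effect and ±100 for the full control effect; nearly all actives have a fitted effect of over 60% in size; hits raise eYFP signal because A3G escapes Vif-driven loss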
Target sequence (Q9HC16 whole entry, looked up): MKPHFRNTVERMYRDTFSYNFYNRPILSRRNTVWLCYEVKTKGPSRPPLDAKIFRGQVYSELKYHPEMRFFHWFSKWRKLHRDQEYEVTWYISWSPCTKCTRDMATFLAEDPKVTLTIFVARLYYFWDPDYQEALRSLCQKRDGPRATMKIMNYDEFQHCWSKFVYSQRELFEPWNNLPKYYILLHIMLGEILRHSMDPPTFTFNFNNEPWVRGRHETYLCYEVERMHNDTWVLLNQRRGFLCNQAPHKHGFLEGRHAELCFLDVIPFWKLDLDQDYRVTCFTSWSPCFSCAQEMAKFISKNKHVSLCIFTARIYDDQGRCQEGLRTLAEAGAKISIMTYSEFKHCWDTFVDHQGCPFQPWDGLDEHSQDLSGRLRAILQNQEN
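HeLa cells stably expressing Vif and C-terminally eYFP-tagged A3G, seeded overnight at 37 deg C, then exposed to compound by pintool overnight at 37 deg C. Rise in yellow fluorescence (Ex 488/Em 500-530, Acumen) marks blocked Vif-driven A3G degradation.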
USP1 inh: Inhibitors of USP1/UAF1: Primary Screen; Ubiquitin carboxyl-terminal hydrolase 1 (Homo sapiens), O94782; recombinant USP1/UAF1, Ub-Rhodamine cleavage fluorescence; Potency, µM (top dose mostly 57.1 µM), for inactives: at the top dose activity change, negative = inhibition, usual class: inhibitors; actives 0.23% (n = 390,000); also: potency is read from the fitted curve at half-maximal effect; % is scaled to controls: 0 for no effect and ±100 for the full control effect; nearly all actives have a fitted effect of over 60% in size; inactives centre near -12
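High-throughput fluorogenic screen: 1nM USP1/UAF1 complex, Ub-Rho substrate 150nM final, 50mM HEPES pH 7.8 with 0.5mM EDTA, 0.1 mg/ml BSA, 1mM TCEP and 0.01% Tween-20.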
TrxR1 substrate: qHTS Assay for Substrates of Mammalian Selenoprotein Thioredoxin Reductase 1 (TrxR1): qHTS. purified TrxR1 substrate turnover, NADPH consumption readout. Thioredoxin reductase 1, cytoplasmic (Rattus norvegicus), O89049. AID 588456, 2011. Potency, µM (doses to about 114 µM), for the others: at the highest dose activity change, negative = substrate turnover. actives 0.01% (n = 390,000); also: potency is read from the fitted curve at half-maximal effect; % is scaled to controls: 0 for no effect and ±100 for the full control effect; nearly all actives have a fitted effect of over 50% in size
Target sequence (O89049 whole entry, looked up): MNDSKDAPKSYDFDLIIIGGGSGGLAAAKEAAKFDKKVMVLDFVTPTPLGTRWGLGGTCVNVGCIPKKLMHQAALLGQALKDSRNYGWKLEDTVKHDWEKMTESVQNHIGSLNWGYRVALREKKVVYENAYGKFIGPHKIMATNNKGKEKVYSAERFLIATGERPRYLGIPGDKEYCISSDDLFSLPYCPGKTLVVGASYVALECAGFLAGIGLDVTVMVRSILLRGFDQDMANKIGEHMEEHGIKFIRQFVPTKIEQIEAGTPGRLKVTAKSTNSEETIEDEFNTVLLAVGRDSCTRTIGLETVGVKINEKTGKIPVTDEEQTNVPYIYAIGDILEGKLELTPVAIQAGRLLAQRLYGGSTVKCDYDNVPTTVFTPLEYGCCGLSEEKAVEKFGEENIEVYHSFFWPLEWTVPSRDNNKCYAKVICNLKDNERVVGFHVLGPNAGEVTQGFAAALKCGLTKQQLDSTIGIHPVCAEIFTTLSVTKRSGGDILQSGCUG
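Rat TrxR1, dispensed at 90 nM, was prereduced with 400 uM NADPH (final) for 5 min at ~22 deg C, then incubated with compound 15 min before 400 uM selenite. A first-read NADPH fluorescence drop versus no-compound background flagged substrates.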
mIDH1 inhibitor: qHTS for Inhibitors of mutant isocitrate dehydrogenase 1 (IDH1): qHTS. IDH1-R132H enzyme, NADPH consumption, diaphorase/resazurin fluorescence. Isocitrate dehydrogenase [NADP] cytoplasmic (Homo sapiens), O75874. actives 0.093% (n = 390,000). Potency, µM (top dose mostly 76.6 µM), without a hit: at the highest dose activity change, negative = inhibition, most hits filed as inhibitors; also: potency is read from the fitted curve at half-maximal effect; % is scaled to controls: 0 for no effect and ±100 for the full control effect; nearly all actives have a fitted effect of over 65% in size
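IDH1-R132H (0.5 ug/mL dispensed) in pH 7.5 Tris buffer was preincubated 30 min with compound, then given a substrate mix of 0.016 mM NADPH and 2 mM alpha-KG for 80 min at room temperature; remaining NADPH was read by diaphorase/resazurin fluorescence.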
PI4K2A block: qHTS for small molecular inhibitors of PI4K2A; Phosphatidylinositol 4-kinase type 2-alpha (Homo sapiens), Q9BTU6; purified PI4K2A, ADP-Glo luminescence, 1 h; active compounds read low; activity change, negative = inhibition, % at 76.9 µM; actives 0.13% (n = 420,000); AID 1346378, 2018; in the data active = activity change below about -50%; inconclusive = mostly about -30% to -49%;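 also: -100% = wells without enzyme as full effect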
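ADP-Glo luminescence measured ADP generated by PI4K2A enzyme (4 ug/mL before mixing) with 1.2 mM PI substrate (pre-mix) and 300 microM ATP (pre-mix). Tris pH7.5 buffer with MgCl2, Triton X-100; 1 h reaction at ambient temperature.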
Glioma ERSR ind: qHTS for Inducers of the Endoplasmic Reticulum Stress Response (ERSR) in Human Glioma: qHTS; actives 0.02% (n = 420,000); U87-MG GRP78 promoter luciferase reporter, 16 h; AID 602332, 2012; Potency, µM, for inactives: at the highest dose activation, hits mostly activators; also: potency is read from the fitted curve at half-maximal effect; series mostly up to about 76 µM; % of control where 0% means no effect; nearly all actives have a fitted effect of over 35% in size
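Stably transfected U87-MG human glioma cells carrying a GRP78-based luminescent sensor were seeded at 1000 cells/well, pin-dosed with compounds and incubated 16 h. Luciferase reagent was then added, and end-point luminescence was read after 10 min at room temperature.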
* = called active by the depositor; ? = inconclusive; nt = not tested or not shown; & = joins results of further samples; [ ] = remark or other dose. Unless noted, calls follow the shape of the dose curve; as a rule, active = well fitted curve in the direction sought with a large enough effect; inconclusive = small, poorly fitted or top-dose-only effect, or another doubt; inactive = no such curve, though single readings can be large; an effect the other way counts as inactive or inconclusive.

SMILES,Glioma ERSR ind,Vif-APOBEC3F blk,TrxR1 substrate,LDHA inh,RXFP1 agonist,USP1 inh,mIDH1 inhibitor,PI4K2A block,Vif-APOBEC3G blk
CCN(CC)S(=O)(=O)c1ccc(NC(=O)C2COc3ccccc3O2)cc1 (stereo not drawn),4.3%,8.9%,-13.2%,-9.8,0.3%,-2.0%,3.6%,-2.3,-6.0%
Cc1cc(C)c(C#N)c(SCC(=O)c2cc(C)n(CCc3ccccc3)c2C)n1,-3.0%,2.3%,-1.1%[57.1 µM],-2.8,6.5%,-11.5%,-1.5%,-3.3,4.8%
Cc1ccc(CNC(=O)c2nnn(Cc3ccc(F)cc3)c2N)cc1,-2.7%,-7.7%,4.5%,-6.8,-0.3%,-18.1%,-10.3%,2.6,1.1%
CCN(C(=S)Nc1cccc(C)c1)c1ccccc1,-1.3%,4.3%,-3.8%,-4.7,-0.2%,-16.9%,0.8%,1.1,-1.8%
COc1cc([C@H]2c3[nH]c4ccccc4c3C[C@H]3C(=O)N4[C@@H](c5cc(OC)c(OC)c(OC)c5)c5[nH]c6ccccc6c5C[C@H]4C(=O)N23)cc(OC)c1OC,?,?,4.1%,-3.1,3.5%,?,1.5%,6.8,?
COc1ccc(N2CCN(C(=O)COC(=O)c3oc4ccccc4c3C)CC2)cc1,-1.2%,6.3%,-1.7%,-0.1,0.1%,-22.2%,-7.5%,4.3,4.1%
Cn1c(C(=O)O)ccc1S(=O)(=O)N(Cc1ccccc1)Cc1ccccc1,-2.3%,5.2%,6.3%,-2.9,-2.3%,-18.5%,2.8%,6.1,-2.3%
O=c1nc(-c2ccccc2)c2cc(SC(F)F)ccc2[nH]1,-3.1%,-1.4%,9.8%[57.1 µM],-2.6,4.3%,-6.1%,8.8%,0.3,-0.2%
O=C(Nc1ccccc1C(=O)N1CCOCC1)c1cc2ccccc2o1,-1.3%,-11.4%,-3.2%,-1.9,2.7%,-13.6%,-5.6%,-1.5,-4.1%
COc1ccc(NC(=O)c2ccc(-n3cccn3)nc2)cc1,-1.6%,0.5%,7.0%[57.1 µM],-9.5,1.2%,-20.1%,0.2%,-1.3,3.6%
COc1ccc(-n2ccnc2SCC(=O)NCc2ccc3c(c2)OCO3)cc1,-4.2%,8.1%,6.9%[57.1 µM],-4.8,-0.2%,-12.4%,1.6%,-6.3,1.3%
COC(=O)c1cccc(NC(=S)NC(C)C)c1,0.9%,10.0%,1.7%[57.1 µM],-2.9,0.4%,-16.7%,2.3%,3.9,2.3%
Cn1cnnc1SCC(=O)Nc1ccc(N2CCCCC2)cc1,7.6%,4.7%,4.0%,-16.6,-1.2%,-19.5%,-0.7%,0.4,-1.1%
Cc1ccc(Sc2ccc(/C=C3/C(=O)NN(c4ccccc4)C3=O)o2)cc1,-1.8%,-12.0%,-2.9%,1.9,3.9%,-15.8%,-0.1%,-13.7,3.0%
CCCc1nn(CCc2ccccn2)c(N)c1CC,-4.3%,-0.3%,-9.3%,-6.4,1.0%,-4.1%,-6.3%,8.8,-2.7%
CCOCCCn1c(SCC(=O)Nc2ccc(NC(C)=O)cc2)nc2ccccc2c1=O,-5.2%,6.7%,-6.5%,-1.2,?,-21.6%,-1.2%,0.4,-5.2%
O=C(CNC(=O)c1ccc(Br)o1)NCC1COc2ccccc2O1 (stereo not drawn),-3.9%,14.7%,-2.9%,-1.8,nt,-15.0%,-3.8%,-3.0,0.5%
COc1ccc(NC(=O)Cn2nnc(C(=O)NCc3ccc4c(c3)OCO4)c2N)cc1,2.3%&-3.3%,0.2%&-3.7%,10.6%[57.1 µM],-17.8&-9.3,-2.2%&-0.2%,?,-4.5%&-12.1%,-4.3&-4.9,-1.2%&0.9%
COC(=O)c1cccc(-n2c(=O)n(Cc3ccccc3)c(=O)c3[nH]cnc32)c1C,-3.1%,14.6%,6.4%[57.1 µM],3.0,1.2%,-5.4%,-0.8%,6.2,-4.4%
CSc1ccc(C(=O)C2CCCN(C(=O)c3nonc3C)C2)cc1 (stereo not drawn),-4.2%,-9.3%,-16.8%,-1.1,0.8%,1.1%,-0.3%,-1.0,1.9%
Cc1cc(OCC(=O)Nc2ccc(C(=O)OC3CCCCC3)cc2)ccc1Cl,nt,nt,-2.3%,-5.7,-1.3%,-17.9%,nt,-3.1,nt
Cc1cc2nc(-c3ccc(OCc4ccccc4Cl)cc3)cc(C(F)(F)F)n2n1,-3.5%,2.2%,21.7%,-4.2,10.5%,-34.5%,-15.1%,1.1,2.1%
CCC1CCCN1Cn1cnc2c([nH]c3ccc(OC)cc32)c1=O (stereo not drawn),-8.7%,-1.7%,109.2%[activator],-4.5,-1.4%,-22.8%,8.4%,-3.5,-4.0%
CC(=O)c1cccc(CN2CCN(Cc3ccc(C)cc3)C(CCO)C2)c1 (stereo not drawn),-1.7%,10.3%,-1.2%,-2.5,0.0%,-16.7%,2.0%,-0.8,0.0%
CCOc1ccc(-c2cc(NC(=O)Nc3ccccc3Cl)c(C(=O)OC)s2)cc1,-1.1%,0.6%,30.2%,-3.3,13.9%,?,-17.0%,-0.2,2.1%
Cc1ccc(N2CCN(/N=C/C3=C(N4CCOCC4)C(=C\c4ccccc4)/CC3)CC2)cc1,-0.2%,-4.8%,4.3%,-2.8,0.0%,-24.2%,-10.1%,-0.2,-5.7%
CN(CC(=O)Nc1cccc(Cl)c1)S(=O)(=O)c1ccc2[nH]c(=O)oc2c1,-0.6%,3.8%,2.2%,-5.9,-3.3%,-6.0%,11.5%,-6.2,-5.4%
CN(CC(=O)Nc1ccc(F)c(F)c1F)C(=O)c1ccc(=O)[nH]c1,-7.7%,-7.2%,1.0%,-1.9,0.4%,-9.0%,1.6%,3.1,1.9%
CCOC(=O)c1c(S(=O)(=O)NCC(=O)Nc2ccccc2)c(C)n(C)c1C,-8.9%,-2.5%,10.7%,0.8,-2.3%,-19.8%,8.6%,-0.1,-1.0%
Cc1csc(SCC(=O)Nc2cccc(S(=O)(=O)N3CCCC3)c2)n1,-0.8%,-2.3%,4.5%[57.1 µM],0.0,1.1%,-18.6%,6.9%,6.8,2.1%
COc1cccc(C(=O)NNS(=O)(=O)c2ccccc2)c1,-3.1%,0.8%,nt,0.4,nt,-26.0%,12.0%,1.0,-1.7%
O=C1CN(C(=O)c2cccc(Br)c2)C(c2ccccc2)c2cc(Cl)ccc2N1 (stereo not drawn),-1.9%,-6.0%,-1.4%[57.1 µM],-2.2,-0.1%,-19.6%,-13.5%,-4.2,-11.8%
O=C(COc1ccc(Cl)cc1Cl)N1CCN(C(=O)c2ccco2)CC1,-2.0%,5.0%,-14.7%,-10.5,-1.3%,-20.5%,-5.3%,0.8,1.0%
O=C(Nc1ccccn1)c1cccs1,-4.4%,1.2%,-7.8%,-8.0,0.8%,-6.2%,3.6%,4.8,4.3%
CCc1nc2c(OCC(N)=O)cccn2c1N(C)C(=O)C(C)C,-0.9%,nt,nt,-2.6,nt,nt,nt,2.4,4.3%
CCCCC(CC)CNC(=O)C1CC=CCC1C(=O)O (stereo not drawn),-5.0%,-11.1%,-13.4%,-2.7,-0.4%,-7.4%,12.9%,4.2,0.6%
COc1ccc(-c2cc(C(=O)Nc3sc4c(c3C(N)=O)CCC(C)C4)no2)cc1 (stereo not drawn),-2.6%,2.0%,4.2%,3.6,3.0%,-15.6%,11.8%,-0.9,-6.7%
COc1ccc(NC(=O)c2c(C)oc3ccc(O)c(CN4CCCCCC4)c23)cc1,-5.4%,3.5%,10.6%,-0.9,-0.1%,0.1%,3.5%,2.5,1.9%
CC(C)NC(=O)Cn1cc(C(=O)C2CC2)c2ccccc21,1.8%,-6.9%,6.2%,2.0,4.7%,-8.9%,-5.0%,-10.6,-0.4%
CC1CC(C)CN(c2ccc(S(=O)(=O)N3CCOCC3)cc2)C1 (stereo not drawn),-0.5%,4.7%,-15.8%,-5.1,0.2%,-5.3%,-0.6%,7.0,0.5%
CCOC(=O)C(=NC(C)C)NNc1cc(Cl)ccc1Cl,-2.8%,-15.0%,-5.2%,0.1,0.1%,-22.1%,2.8%,9.6,-26.5%

Only part of the results is shown (hit frequency here may not be typical).
